Screens (PubChem BioAssay)
HKDC1 inh: HKDC1 (human) hexokinase inhibition | Q2TB90 | recombinant HKDC1, G6PDH/diaphorase resazurin coupled fluorescence | inhibition, % at 20 µM | actives 0.16% (n = 340,000);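 active means inhibition above about 35% when tested at 20 µM, limit read from the data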;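 further: plate controls were DMSO wells with enzyme for no effect and DMSO wells lacking enzyme for full effect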
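Test system: recombinant HKDC1 (HK5) hexokinase enzyme, produced in-house / Doses: 20 µM test compound, 1% DMSO / Timing: 90 min, room temperature / Detection: G6PDH/diaphorase-coupled fluorescence, 1 mM NADP, 100 µM resazurin, 525/613 nm / Control set: DMSO wells with and without enzyme mix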
NALP3 yeast inh: blocks the NALP3 inflammasome reconstituted in yeast. Yeast reconstituted NLRP3/ASC/caspase-1, beta-gal luminescence, 24 h. inhibition, % at 10 µM. actives 0.39% (n = 330,000);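 active means inhibition of 50% or more; inactive means inhibition below 50%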;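 further: plate controls were induced DMSO wells for no effect and uninduced yeast grown without galactose for full effect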
PfGluPho inh: PfG6PD (Plasmodium falciparum) enzyme inhibition. inhibition, % at 20 µM. PfGluPho enzyme, NADPH resazurin-diaphorase fluorescence. actives 0.78% (n = 350,000);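 active means inhibition reaching at least a set limit at 20 µM in the primary screen, cut at about 59% in these data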;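 further: 0% = DMSO wells with substrate and 100% = DMSO wells lacking glucose-6-phosphate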
SENP7 block: SENP7 protease inhibition | AID 434973 | recombinant SENP7, Z-RLRGG-aminoluciferin luminescence, 40 min | actives 1.5% (n = 330,000) | inhibition, % at 5 µM;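 active means inhibition above about 50% at the single test dose, limit read from the data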;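 further: plate controls were DMSO with enzyme for no effect and no enzyme buffer wells for full effect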
SENP8 block-1: SENP8 (human) protease inhibition; recombinant SENP8, Nedd8 substrate fluorescence; inhibition, % at 20 µM; actives 0.64% (n = 360,000); AID 602440; in the data active means inhibition mostly above about 40%, no sharp cut-off; inactive means mostly below about 27%
Apaf-1 inh: human Apaf-1 inhibition; reconstituted apoptosome caspase-3 activity, DEVD-Rh110 fluorescence; inhibition, % at 20 µM; actives 0.71% (n = 330,000); active means inhibition of at least 40% at 20 µM;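 further: plate controls were DMSO wells for no effect and DEVD-CHO caspase inhibitor wells for full effect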
Target sequence (O14727 whole entry, looked up): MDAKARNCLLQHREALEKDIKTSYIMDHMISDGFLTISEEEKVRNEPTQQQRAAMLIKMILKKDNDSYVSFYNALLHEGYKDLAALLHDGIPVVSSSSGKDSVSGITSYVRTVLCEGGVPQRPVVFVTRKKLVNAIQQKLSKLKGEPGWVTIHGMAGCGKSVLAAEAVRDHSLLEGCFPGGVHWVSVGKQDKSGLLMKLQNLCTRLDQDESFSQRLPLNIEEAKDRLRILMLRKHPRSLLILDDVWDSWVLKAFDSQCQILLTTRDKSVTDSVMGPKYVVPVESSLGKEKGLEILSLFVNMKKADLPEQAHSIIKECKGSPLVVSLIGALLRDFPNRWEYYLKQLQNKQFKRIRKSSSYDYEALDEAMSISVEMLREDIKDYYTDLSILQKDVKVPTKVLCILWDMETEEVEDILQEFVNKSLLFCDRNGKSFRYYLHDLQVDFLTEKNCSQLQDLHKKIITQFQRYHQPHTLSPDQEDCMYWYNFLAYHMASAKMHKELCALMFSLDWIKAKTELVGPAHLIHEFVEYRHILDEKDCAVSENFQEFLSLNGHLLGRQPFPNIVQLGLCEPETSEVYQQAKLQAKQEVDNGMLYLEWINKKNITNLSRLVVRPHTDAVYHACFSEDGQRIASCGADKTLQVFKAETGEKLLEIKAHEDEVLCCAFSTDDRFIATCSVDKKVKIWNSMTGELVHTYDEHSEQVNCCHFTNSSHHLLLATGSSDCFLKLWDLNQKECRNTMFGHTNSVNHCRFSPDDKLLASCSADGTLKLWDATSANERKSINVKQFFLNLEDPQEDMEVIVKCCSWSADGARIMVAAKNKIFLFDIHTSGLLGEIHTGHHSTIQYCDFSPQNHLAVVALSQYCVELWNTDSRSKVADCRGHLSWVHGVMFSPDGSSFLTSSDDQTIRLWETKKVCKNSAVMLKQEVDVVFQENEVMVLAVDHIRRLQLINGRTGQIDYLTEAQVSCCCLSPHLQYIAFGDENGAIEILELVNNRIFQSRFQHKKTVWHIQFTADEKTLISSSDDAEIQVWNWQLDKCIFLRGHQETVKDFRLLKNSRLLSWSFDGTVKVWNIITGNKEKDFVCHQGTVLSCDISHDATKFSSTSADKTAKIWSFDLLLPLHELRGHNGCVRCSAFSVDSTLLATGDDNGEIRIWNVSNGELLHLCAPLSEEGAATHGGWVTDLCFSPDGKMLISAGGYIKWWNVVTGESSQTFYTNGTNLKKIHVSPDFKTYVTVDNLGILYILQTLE
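Material: reconstituted apoptosome with Apaf-1, cytochrome c, caspase-9, procaspase-3, dATP. Technique: Rh110 fluorescence intensity. Buffer or medium: pH 7.5 Hepes buffer with CHAPS, BSA, DTT. Times: 30 min plus 50 min, RT.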
SENP1 FRET inh: inhibitors of human SENP1 SUMO protease catalytic domain; Q9P0U3; actives 0.21% (n = 360,000); recombinant SENP1 catalytic domain, CyPet-SUMO1-YPet FRET cleavage; inhibition, % at 10 µM;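 active means inhibition at least 30% at 10 µM, raw YFP signal under a set limit, fluorescence ratio 0.5 to 1.5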;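 further: 0% = enzyme with DMSO and 100% = no enzyme wells; some results filed as inactive read as strong as hits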
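Test system: hSENP1 catalytic domain, recombinant; Amount: 20 pM final SENP1 enzyme; Medium: Tris pH 8 buffer plus EDTA, NaCl, BME, BSA, NP40, catalase; Schedule: 50 min enzyme reaction, room temperature, light-protected; Technique: FRET fluorescence in CFP and YFP emission channels; Controls: no-enzyme wells low, DMSO-plus-enzyme wells high control.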
SENP6 inh: SENP6 protease inhibition. inhibition, % at 10 µM. actives 1.8% (n = 330,000). Recombinant SENP6 catalytic domain, aminoluciferin luminescence;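 active means inhibition above about 50% at the single tested dose, limit read from the data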;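 further: plate controls were DMSO wells with enzyme for no effect and DMSO wells lacking enzyme for full effect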
SENP8 block-2: blocks the human protease SENP8; actives 1.2% (n = 330,000); purified SENP8, Z-RLRGG-aminoluciferin cleavage, luminescence; AID 2540; inhibition, % at 10 µM; in the data active means inhibition above about 50%
Numbers without * were called inactive; nt = no result given.

SMILES	HKDC1 inh	NALP3 yeast inh	PfGluPho inh	SENP7 block	SENP8 block-1	Apaf-1 inh	SENP1 FRET inh	SENP6 inh	SENP8 block-2
CC(C)CC1COC(=O)N1 (stereo unspecified)	-15	20	-17	-2	6	-5	-1	1	-3
CCc1cccc2c(C(=O)CSc3nnc(-c4ccncc4)n3C)c[nH]c12	0	0	40	3	-16	-15	-30	-2	3
Cc1ccc(NS(=O)(=O)c2ccc3c(c2)NC(=O)CCS3)c(C)c1	-2	9	9	1	4	-3	2	3	8
COC(=O)C(Cc1cnc(Cl)s1)(C(=O)OC)c1ccc(C(F)(F)F)cc1[N+](=O)[O-]	0	-1	10	-2	32	-1	3	-2	-10
O=C(NCCc1nnc2ccc(NCC3CCCO3)nn12)c1ccccc1 (stereo unspecified)	5	14	13	5	-11	-3	0	-15	-5
Cn1c(NC(=O)Cc2cccc3ccccc23)cc(=O)n(C)c1=O	-2	10	8	-7	6	8	2	-19	-2
CC(=O)NCCc1nc2cc(NC(=O)c3ccccc3Cl)ccc2n1C	6	nt	1	nt	12	nt	2	nt	nt
COCCCNC(=O)CCn1c(=O)c2ccccc2n(CC(=O)Nc2cc(Cl)ccc2C)c1=O	0	3	-3	6	8	6	2	-20	-3
O=C1c2ccccc2NC(c2cccc(O)c2)N1c1ccccc1 (stereo unspecified)	-1	1	-8	0	-312	1	-6	3	-4
CCOC(=O)Nc1ccc(NC(=O)OCC)cc1	-9	27	12	6	5	2	1	-5	-5
CC(C)(C)C(=O)/C=c1\[nH]c(=O)/c(=C\c2ccccc2F)s1	-2	-2	-5	14	-23	2	-5	-4	-2
Cn1c(=O)c(C(=O)NCc2ccc(Cl)cc2)c(O)c2ccccc21	-9	7	-14	9	-23	5	2	9	4
CCOC(=O)N1CCN(C(=O)c2ccc(C)c(S(=O)(=O)N3CCCCC3)c2)CC1	-17	17	-3	-6	7	-9	3	-13	2
COCC1CCCCN1C(=O)c1ccc2oc(CCCc3ccccc3)nc2c1 (stereo unspecified)	-7	8	-8	-4	-1	20	3	2	1
Cc1cc(NC(=O)c2oc3ccccc3c2C)ccc1-n1cnnn1	19	28	111*	1	-1	17	1	-7	-17
COc1ccccc1C/C(N)=N/OC(=O)COc1ccccc1C	-3	5	11	-3	7	7	1	-2	0
COc1ccc(C=NNC(=S)NN=Cc2ccc(OC)c(OC)c2)cc1OC	-18	nt	29	nt	-137	nt	-2	nt	nt
Oc1nc(-c2ccc(Cl)cc2)n2ccncc12	-11	4	6	2	-9	-7	-8	-12	3
CCCC(=O)NC(Nc1cc(C(F)(F)F)ccc1Cl)C(Cl)(Cl)Cl (stereo unspecified)	4	16	11	4	13	6	0	2	6
COc1ccc(C(=O)Nc2c(N)nc(SCC(=O)N3CCCCCC3)[nH]c2=O)cc1OC	-1	14	-13	2	19	-3	2	0	2
O=C(CNC1CCCCC1)Nc1cccc([N+](=O)[O-])c1	0	15	2	16	16	-5	3	-11	-14
O=C(Nc1ccc(F)c(Cl)c1)C1CC(=O)N(Cc2ccccc2)C1 (stereo unspecified)	-7	2	11	5	5	1	3	5	-5
COc1c(O)cc2oc(-c3ccc(O)c(O)c3)cc(=O)c2c1O	7	25	-6	27	28	0	5	16	-2
Cc1c(OCC(=O)NC(Cc2ccc(Cl)cc2)C(=O)O)ccc2c3c(c(=O)oc12)CCCC3 (stereo unspecified)	9	-11	-7	4	-38	11	-1	1	-5
O=C(C(Cc1ccccc1)N1C(=O)c2ccccc2C1=O)N1CCc2ccccc21 (stereo unspecified)	3	0	31	4	36	9	-6	-10	-3
O=C(CNC(=O)c1ccco1)NCc1nc2ccccc2[nH]1	-6	17	0	1	-1	1	-1	-3	-4
Cc1c(N(C)S(=O)(=O)c2cc(C(=O)NCC3CCCO3)ccc2Cl)c(=O)n(-c2ccccc2)n1C (stereo unspecified)	1	26	13	3	1	1	0	8	4
O=C(CSc1nc2[nH]c(=O)cc(O)c2s1)NCCc1ccccc1	0	28	10	-6	-14	-8	-8	-5	-12
CCOC(=O)Cn1cnc2c(nnn2Cc2ccc(Cl)cc2)c1=O	-4	4	-5	-1	13	-8	3	6	7
CCN=C1SC(C(=O)Nc2cccc(Cl)c2)CC(=O)N1CC (stereo unspecified)	-7	9	6	-8	6	13	-1	-26	-6
CN(C)C1=NC[C@H](Cc2ccccc2)N1CC1CCCC1	-3	8	-6	-3	2	0	-2	3	2
CC(C)C(NC(=O)c1ccc(Cl)cc1Cl)C(=O)N1CCC1 (stereo unspecified)	10	-4	-27	-5	14	20	-2	-14	-14
C#CCOCCOCCOCCNc1nc(N2CCN(C(=O)Cn3cc(CCCCN)nn3)CC2)nc(N2CCN(C(=O)[C@H](CCCCN)n3cc(CCCC)nn3)CC2)n1	-4	16	5	10	25	41*	0	1	0
CCn1nc(C)c(CN2CCCC(CNS(=O)(=O)c3ccc(OC)cc3)C2)c1C (stereo unspecified)	1	27	-12	6	11	9	0	-2	2
Cc1cc(C)c2c(c1)-c1c(ssc1=S)C(C)(C)N2C(=O)CSc1nncn1C	1	-3	12	14	25	10	2	-14	-8
CC(=O)Oc1cc2c(c3ccccc13)CCC2=O	-3	nt	4	nt	-106	nt	11	nt	nt
CC(C)C(c1nnnn1Cc1ccccc1)N(Cc1ccco1)Cc1cccs1 (stereo unspecified)	-2	23	4	2	16	9	-3	-1	1
O=C(Oc1ccccc1/C=C\C(=O)c1cc2ccccc2o1)c1cccc(F)c1	22	28	-1	4	14	16	-1	15	6
CCOc1ccc(C(=O)NCC(=O)OCc2c(C)noc2C)cc1	-7	18	-3	-2	13	-5	2	-22	-1
COc1ccc(CNC(=O)c2cc3cc(OC)ccc3oc2=O)cc1	4	10	-4	-6	-310	2	-44	12	-2
CC(C)CCOCC(O)CCC(=O)NNC(=S)Nc1ccccc1 (stereo unspecified)	-6	1	-10	1	6	-3	3	-9	1
CCOc1ccc(OCC(=O)OCC(=O)Nc2ccccc2C#N)cc1	-4	2	-4	-4	2	3	1	-6	3
COC(=O)c1c(NC(=O)C2CC=CCC2C(=O)O)sc(C)c1C (stereo unspecified)	-7	10	-20	-1	-34	-13	0	-2	-4
Cc1ccc(/C(N)=N/OC(=O)Cc2cccs2)cc1	-4	12	-12	10	5	1	2	11	-12
O=C(NC1CCCCC1)c1cccc2c1C(=O)c1ccc(N3CCC(Cc4ccccc4)CC3)cc1S2(=O)=O	0	24	-9	-4	-8	18	-29	-9	1

Single records, from the list above. Screens in order: HKDC1 inh, NALP3 yeast inh, PfGluPho inh, SENP7 block, SENP8 block-1, Apaf-1 inh, SENP1 FRET inh, SENP6 inh, SENP8 block-2
Profile of `Cc1ccc(/C(N)=N/OC(=O)Cc2cccs2)cc1` = -4, 12, -12, 10, 5, 1, 2, 11, -12
Profile of `C#CCOCCOCCOCCNc1nc(N2CCN(C(=O)Cn3cc(CCCCN)nn3)CC2)nc(N2CCN(C(=O)[C@H](CCCCN)n3cc(CCCC)nn3)CC2)n1` = -4, 16, 5, 10, 25, 41*, 0, 1, 0

Two of these compounds in another layout.
> Cc1cc(C)c2c(c1)-c1c(ssc1=S)C(C)(C)N2C(=O)CSc1nncn1C
  HKDC1 inh: 1 | NALP3 yeast inh: -3 | PfGluPho inh: 12 | SENP7 block: 14 | SENP8 block-1: 25 | Apaf-1 inh: 10 | SENP1 FRET inh: 2 | SENP6 inh: -14 | SENP8 block-2: -8

> CC(=O)Oc1cc2c(c3ccccc13)CCC2=O
  HKDC1 inh: -3 | NALP3 yeast inh: nt | PfGluPho inh: 4 | SENP7 block: nt | SENP8 block-1: -106 | Apaf-1 inh: nt | SENP1 FRET inh: 11 | SENP6 inh: nt | SENP8 block-2: nt

The results go on:
SMILES	HKDC1 inh	NALP3 yeast inh	PfGluPho inh	SENP7 block	SENP8 block-1	Apaf-1 inh	SENP1 FRET inh	SENP6 inh	SENP8 block-2
CCN(CC)C(=O)C12C(=O)Oc3ccccc3C1C2(C)C(=O)c1ccc(F)cc1 (stereo unspecified)	-1	27	-1	5	15	-15	4	-8	-2
O=C(NCC1CCCO1)C(Cc1ccccc1)N1C(=O)C2C3C=CC(C4CC34)C2C1=O (stereo unspecified)	-10	-2	-8	8	5	-7	1	11	5
CCOC(=O)Cc1csc(NC(=O)c2cnc3sc(C)cn3c2=O)n1	2	21	-2	10	-124	-8	-2	-5	-1
S=C1NCCc2ccc(Cl)cc2C1c1ccccc1 (stereo unspecified)	2	-3	17	-6	11	24	-1	-19	-1
O=C(CCc1ccccc1)N/N=C/c1cccc([N+](=O)[O-])c1	4	13	-2	5	6	0	-1	27	0
Cc1oc(-c2ccc(Cl)cc2)nc1CN1CCC(C(=O)NCCCN2CCCC2=O)CC1	0	0	-21	-6	0	0	-3	-12	-12
CCOc1ccc(Cl)cc1CN1CCOCC1	0	7	-2	3	11	-8	3	8	0
CCCNC(=O)COC(=O)c1ccccc1OCc1ccc(Cl)cc1	-4	21	1	7	22	8	2	11	4
Cc1nnc(NC(=O)CSc2nccn2Cc2ccccc2)s1	-5	3	-17	11	8	-8	-1	-12	-10
Cc1csc2nc3cc(C(N)=O)ccc3c(=O)n12	-7	-4	-11	1	-441	-1	-63	4	4
CCOC(=O)CSc1nnc(C2CCCCC2)n1C	-7	11	-3	7	14	-3	0	2	6
COC(=O)c1ccc(NC(=O)[C@H](C)NC(N)=O)cc1	-5	4	9	5	8	-21	-1	-12	1
COc1cc([N+](=O)[O-])cc(/C=N/NC(=O)Cn2cncn2)c1O	-7	8	10	2	27	-10	3	-12	-1
CC(=O)Nc1ccc(CN2CCN(C3CCCC3)C(CCO)C2)cc1 (stereo unspecified)	-5	7	-4	3	10	2	1	-2	4
CCc1ccc(NC(=O)Cc2ccc(NC3=NC4CS(=O)(=O)CC4S3)cc2)cc1 (stereo unspecified)	-3	10	16	-6	-1	-1	-1	-18	-9
NNC(=O)c1cccc(O)c1	-1	-8	-1	-4	10	-11	3	-10	-7
Nc1nc(-c2ccco2)cs1	-4	7	4	5	17	-3	-8	3	-4
C=CCOc1c(Br)cc(CNc2ccc(NC(=O)C(C)C)c(OC)c2)cc1OCC	5	22	60*	-5	-64	20	-29	-9	-3
CCOC(=O)c1c(NC(=O)CCS(=O)(=O)c2ccccc2)sc2c1CCN(C)C2	5	18	-3	-3	-17	16	-57	-10	-2
O=C(NC1CCCN(c2ccc(C(F)(F)F)cn2)C1)c1cc(Cl)ccc1F (stereo unspecified)	5	36	3	-2	-34	30	0	15	-5
CCOC(=O)c1c(NC(=S)N2CCN(C)CC2)sc(C)c1-c1ccccc1	4	25	22	-5	-6	15	-7	2	8
CN(C)c1nc(-c2cccs2)cc(C(F)(F)F)c1C#N	1	15	4	-4	-429	14	-34	-13	-3
COc1cc(C(=O)NC(=S)N2CCN(C)CC2)cc(OC)c1OC	-4	3	-1	3	11	-7	-2	0	0
COc1ccccc1NS(=O)(=O)c1ccc(NC(=O)CCNC(=O)c2ccco2)cc1	3	6	1	-6	9	15	-3	-10	-4
O=c1c(Oc2ccccc2Br)c(C(F)(F)F)oc2c(CN3CCCC3)c(O)ccc12	-4	5	12	-4	-101	5	0	-9	-8
O=C(c1cc(N2C(=O)C3C4CCC(C4)C3C2=O)ccc1Cl)N1CCN(c2ccccc2)CC1 (stereo unspecified)	-3	14	8	10	6	-15	1	3	-6
